Apaf-1 inh: inhibitors of human Apaf-1 apoptosome | O14727 | reconstituted apoptosome caspase-3 activity, DEVD-Rh110 fluorescence | inhibition, % at 20 µM | 0.71% of 330,000 active; active = inhibition of at least 40% at 20 µM;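 note: plate controls were DMSO wells for no effect and DEVD-CHO caspase inhibitor wells for full effect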
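Material: reconstituted apoptosome with Apaf-1, cytochrome c, caspase-9, procaspase-3, dATP; medium: pH 7.5 Hepes buffer with CHAPS, BSA, DTT; also added: cytochrome c and DEVD-Rh110 substrate; timing: 30 min plus 50 min, RT; signal: Rh110 fluorescence intensity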
SENP8 block-1: SENP8 protease inhibition. Q96LD8. purified SENP8, Z-RLRGG-aminoluciferin cleavage, luminescence. inhibition, % at 10 µM. 1.2% of 330,000 active. AID 2540; in the data active = inhibition above about 50%
Target sequence (Q96LD8 whole entry, looked up): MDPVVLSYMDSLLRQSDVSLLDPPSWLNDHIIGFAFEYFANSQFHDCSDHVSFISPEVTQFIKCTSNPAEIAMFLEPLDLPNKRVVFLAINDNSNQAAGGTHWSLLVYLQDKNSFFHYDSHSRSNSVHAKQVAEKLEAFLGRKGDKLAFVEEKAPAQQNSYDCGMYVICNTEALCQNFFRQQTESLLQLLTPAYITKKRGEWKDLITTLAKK
UBC13 inh: human UBC13 polyubiquitination inhibition; 0.47% of 330,000 active; P61088; AID 485273; inhibition, % at 20 µM; UBC13 polyubiquitin chain formation, TR-FRET; in the data active = inhibition above about 45%, passing the limit was not always enough
Target sequence (P61088 whole entry, looked up): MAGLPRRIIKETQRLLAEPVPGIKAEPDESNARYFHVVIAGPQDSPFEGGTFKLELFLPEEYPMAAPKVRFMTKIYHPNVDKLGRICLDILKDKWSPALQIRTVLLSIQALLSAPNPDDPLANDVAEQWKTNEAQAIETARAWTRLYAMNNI
SENP1 FRET inh: blocks the human SENP1 SUMO protease catalytic domain | recombinant SENP1 catalytic domain, CyPet-SUMO1-YPet FRET cleavage | 0.21% of 360,000 active | Q9P0U3 | inhibition, % at 10 µM;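 active = inhibition at least 30% at 10 µM, raw YFP signal under a set limit, fluorescence ratio 0.5 to 1.5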;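 note: 0% = enzyme with DMSO and 100% = no enzyme wells; some results filed as inactive read as strong as hits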
Target sequence (Q9P0U3 419-644 limits assumed): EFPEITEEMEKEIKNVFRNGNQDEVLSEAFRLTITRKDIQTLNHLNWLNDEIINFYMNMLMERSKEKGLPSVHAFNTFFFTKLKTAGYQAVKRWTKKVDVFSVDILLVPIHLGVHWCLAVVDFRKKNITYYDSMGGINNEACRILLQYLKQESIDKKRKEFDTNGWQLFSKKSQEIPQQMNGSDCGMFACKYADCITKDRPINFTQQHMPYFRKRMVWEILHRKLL
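Test system: recombinant human SENP1 catalytic domain, His6-tagged / Medium: pH 8 Tris buffer with EDTA, NaCl, BME, BSA, NP40, catalase / Also added: SUMO1 FRET substrate flanked by Cypet and Ypet, 25 nM / Times: 50 min reaction at room temperature / Signal: FRET, CFP and YFP emission / Control set: no-enzyme low control and enzyme-plus-DMSO high control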
SENP6 block: blocks the human protease SENP6 | Q9GZR1 | Recombinant SENP6 catalytic domain, aminoluciferin luminescence | inhibition, % at 10 µM | 1.8% of 330,000 active;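 active = inhibition above about 50% at the single tested dose, limit read from the data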;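 note: plate controls were DMSO wells with enzyme for no effect and DMSO wells lacking enzyme for full effect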
SENP8 block-2: SENP8 (human) protease inhibition | Q96LD8 | recombinant SENP8, Nedd8 substrate fluorescence | inhibition, % at 20 µM | 0.64% of 360,000 active | AID 602440; in the data active = inhibition mostly above about 40%, no sharp cut-off; inactive = mostly below about 27%
A3G deaminase: blocks human APOBEC3G single-stranded DNA deamination | Q9HC16 | recombinant A3G, ssDNA deamination FAM/TAMRA fluorescence | inhibition, % at 20 µM | 0.28% of 330,000 active;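 active = inhibition of at least 40% at 20 µM, with no more than 30% in the related APOBEC3A deaminase screen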;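 note: plate controls were DMSO wells with A3G for no effect and wells lacking A3G enzyme for full effect; some compounds called inactive have numbers as strong as hits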
Target sequence (Q9HC16 whole entry, looked up): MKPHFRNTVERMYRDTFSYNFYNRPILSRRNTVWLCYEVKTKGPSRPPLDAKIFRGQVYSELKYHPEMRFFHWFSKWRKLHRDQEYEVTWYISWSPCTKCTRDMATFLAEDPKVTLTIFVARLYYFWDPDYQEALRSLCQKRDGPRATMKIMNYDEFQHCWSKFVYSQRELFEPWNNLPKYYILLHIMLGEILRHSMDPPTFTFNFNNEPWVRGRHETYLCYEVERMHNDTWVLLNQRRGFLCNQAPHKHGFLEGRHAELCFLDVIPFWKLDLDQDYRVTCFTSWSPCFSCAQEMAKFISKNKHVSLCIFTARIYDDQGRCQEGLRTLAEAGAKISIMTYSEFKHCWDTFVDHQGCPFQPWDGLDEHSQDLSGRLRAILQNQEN
SENP7 block: blocks the human protease SENP7; recombinant SENP7, Z-RLRGG-aminoluciferin luminescence, 40 min; 1.5% of 330,000 active; inhibition, % at 5 µM; Q9BQF6;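 active = inhibition above about 50% at the single test dose, limit read from the data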;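 note: plate controls were DMSO with enzyme for no effect and no enzyme buffer wells for full effect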
Active calls of the source: *.

SMILES	Apaf-1 inh	SENP8 block-1	UBC13 inh	SENP1 FRET inh	SENP6 block	SENP8 block-2	A3G deaminase	SENP7 block
CCOC(=O)c1cc[n+](CC(=O)c2ccc(F)cc2)cc1	12	-2	-14	-19	-7	-13	-7	-8
O=C(NNC(=O)c1ccccc1-n1cccc1)c1cccc(Cl)c1	-7	1	1	1	-2	3	-7	0
Cn1c(SCC(=O)Nc2ccc(NC(=O)c3cccs3)cc2)nnc1-c1ccncc1	-8	-14	11	1	-18	21	-3	-3
Cc1c(C(=O)Nc2ccc(OC(F)(F)F)cc2)sc2nc3n(c(=O)c12)CCC3	6	-5	10	-1	-8	18	-6	1
O=C(Nc1cccc2c1N(C(=O)c1ccco1)CCC2)c1ccco1	0	0	6	-1	0	-4	2	1
CN(C)c1ccc(C(=O)OCC(=O)Nc2cccc(S(=O)(=O)N3CCCC3)c2)cc1	13	3	2	3	15	-20	-4	3
Nc1cccc(C(=O)Nc2ccccc2Cl)c1	-11	-7	3	-1	3	-139	-9	6
O=C(NCCc1ccc(Cl)cc1)c1cc(=O)[nH]c2ccccc12	-3	-8	2	-1	-12	-47	-4	-11
CC(=O)Nc1cccc(OCC(=O)NC(C)c2ccc3ccccc3c2)c1 (stereo not drawn)	0	0	-2	2	-36	12	-3	-8
O=c1[nH]c2ccccc2n1CCC1CCCCC1	8	1	12	3	-19	11	-3	2
CN(C)/N=C/c1ccc(OC(=O)c2cccc([N+](=O)[O-])c2)cc1	5	-27	-11	4	-28	17	-4	-44
CCCCN(C)C(=O)c1nc2ccccn2c1CN1CCSCC1	5	-17	-7	2	-19	-8	-6	-11
O=C(O)c1cccc(Oc2ccccc2[N+](=O)[O-])c1	4	-6	0	-4	7	8	1	8
CSC1=C(C#N)C(c2sccc2C)CC(=O)N1 (stereo not drawn)	0	-1	2	2	11	12	-4	-2
CSCCC1C(=O)OC2(C)CC(C)(C)NC(=S)N12 (stereo not drawn)	-2	11	0	2	-6	6	-3	3
Cc1nc2ncnn2c(C)c1CCC(=O)NCc1ccccc1	9	3	-9	-2	2	20	-4	10
CC(=O)CSc1nc(-c2cccs2)c(C#N)c(=O)[nH]1	-2	-10	25	-4	3	-154	-11	-4
CC(=O)c1ccc(NC(=O)COC(=O)c2ccccc2N=Nc2ccc(N(C)C)cc2)cc1	6	6	-175	4	1	28	1	9
CCOc1ccc(OCCN2C(=O)NC3(CCCc4ccccc43)C2=O)cc1 (stereo not drawn)	8	7	8	4	8	26	-4	7
Cc1cc(OCC(=O)NC(Cc2ccc(Cl)cc2)C(=O)O)c2c(C)c(C)c(=O)oc2c1 (stereo not drawn)	8	-13	4	0	-24	-56	-12	-13

Single records, from the list above. Values in the order: Apaf-1 inh | SENP8 block-1 | UBC13 inh | SENP1 FRET inh | SENP6 block | SENP8 block-2 | A3G deaminase | SENP7 block
Profile of `CN(C)/N=C/c1ccc(OC(=O)c2cccc([N+](=O)[O-])c2)cc1` → 5 | -27 | -11 | 4 | -28 | 17 | -4 | -44
Profile of `O=c1[nH]c2ccccc2n1CCC1CCCCC1` → 8 | 1 | 12 | 3 | -19 | 11 | -3 | 2
Profile of `O=C(Nc1cccc2c1N(C(=O)c1ccco1)CCC2)c1ccco1` → 0 | 0 | 6 | -1 | 0 | -4 | 2 | 1
Profile of `Cc1cc(OCC(=O)NC(Cc2ccc(Cl)cc2)C(=O)O)c2c(C)c(C)c(=O)oc2c1` (stereo not drawn) → 8 | -13 | 4 | 0 | -24 | -56 | -12 | -13
Profile of `CC(=O)Nc1cccc(OCC(=O)NC(C)c2ccc3ccccc3c2)c1` (stereo not drawn) → 0 | 0 | -2 | 2 | -36 | 12 | -3 | -8

Remaining list, next part:
SMILES	Apaf-1 inh	SENP8 block-1	UBC13 inh	SENP1 FRET inh	SENP6 block	SENP8 block-2	A3G deaminase	SENP7 block
COc1ccc(C(=O)CCN2CCc3cc(OC)c(OC)cc3C2)cc1	0	8	5	-2	-3	-82	-5	4
Cc1cc(N2CCC(C(N)=O)CC2)nc(-c2ccccc2)n1	-3	12	2	0	-13	-9	-6	1
O=C(CSc1nnnn1-c1ccc(Cl)cc1)NNC(=O)c1ccc([N+](=O)[O-])cc1	4	-5	-4	4	-9	30	-3	2
O=C(CCNC(=O)c1ccc(Br)cc1)Nc1cccc(S(=O)(=O)N2CCCCCC2)c1	10	8	7	2	7	7	-10	0
O=C(Nc1ccn(Cc2ccccc2F)n1)c1ccc(COc2ccccc2Cl)cc1	-1	-2	16	2	-8	23	-2	-4
CC(=O)c1ccc(OCc2cc(C(=O)N3CC[C@@H]4CCCC[C@H]4C3)no2)cc1	24	-6	-9	2	15	-4	-7	-6
O=C(CCc1ccccc1)Nc1c(F)cccc1F	-3	4	9	2	4	27	-5	7
COc1ccc(NC(=O)Cn2nnc(-c3ccccc3N)n2)cc1OC	-5	-6	7	2	-4	10	4	0
Cc1cccc(N2CC(C(=O)Nc3ccccc3N3CCCC3)CC2=O)c1C (stereo not drawn)	9	2	0	-3	4	14	-13	6
CCOC(=O)c1sc(Nc2nc3c(OC)cccc3s2)nc1C	37	8	-5	-20	-39	-339	-2	42
CCOC(=O)N1CCc2c(sc3ncn(Cc4ccc(F)cc4)c(=O)c23)C1	9	-9	36	-3	-24	0	-4	-6
COc1ccc(/C(C)=C2\SC(=S)N(CCC(=O)O)C2=O)cc1	-12	10	3	-1	11	19	-4	6
COCC(=O)NCc1ccc2c(c1)cc(C)n2C	8	-5	-47	-1	8	-58	-4	0
CCOC(=O)c1cccnc1SC(CC)C(=O)NCc1ccco1 (stereo not drawn)	9	-3	-8	-1	5	-2	1	0
CC(NS(=O)(=O)c1ccc([N+](=O)[O-])cc1)C(c1cccs1)N1CCOCC1 (stereo not drawn)	11	7	-10	0	11	13	-7	-6
CCC(C)NC(=O)CC(NS(=O)(=O)c1ccc(Cl)cc1)c1ccco1 (stereo not drawn)	-4	7	-6	-1	-7	15	-2	-1
CCOC(=O)c1c(NC(=O)CN2CCOCC2)sc(C(=O)NC)c1C	-3	-2	1	2	-16	4	-2	-1
Cc1ccc(NC2=NCC(=O)N2Cc2ccc3c(c2)OCO3)c(C)c1	-4	-2	-2	1	2	19	-8	6
COCc1ccc(C(=O)NC2CC(C)(C)Cc3c2cnn3-c2ccc(C)cc2)o1 (stereo not drawn)	11	-16	-3	-2	-16	16	-6	-10
O=C(Nc1ccc(OC(F)(F)F)cc1)C1CC(c2ccc(F)cc2)=NO1 (stereo not drawn)	3	0	6	-1	-7	15	-1	0
CC(C)c1cc(N2CCC(=O)NC2=O)cc(C(=O)O)c1O	10	1	3	1	-6	-129	-11	-8
Cc1ccc(NC(=O)CN2C(=O)NC(C)(c3ccc4c(c3)OCO4)C2=O)cc1 (stereo not drawn)	1	7	18	1	-15	0	-3	-1
CCOc1ccc(CN(C)C(C)C(=O)NCCc2ccc(F)cc2)cc1 (stereo not drawn)	16	-15	-3	-6	-12	5	-4	-7
CCCCN1C(=O)C(=O)N(c2ccccc2)C1=S	4	14	-12	-1	28	15	-3	6
Cc1ccccc1OCCc1c(C)[nH]c(=S)[nH]c1=O	-8	8	14	1	-10	4	-6	1
CCC(=O)NC(c1cccc([N+](=O)[O-])c1)c1c(O)ccc2ccccc12 (stereo not drawn)	7	5	4	1	-8	11	-2	2
CCCC(=O)NCCc1ccc(S(N)(=O)=O)cc1	0	3	10	-4	4	10	-5	2
O=C(C1CCC(=O)N(C2CCCC2)C1)N1CCN(Cc2cccc(F)c2)CC1 (stereo not drawn)	-1	0	1	-1	2	10	1	6
C=CCn1c(O)c(N=NC(=O)c2ccc3c(c2)OCO3)c2ccccc21	1	-9	-9	-2	-20	28	-6	11
O=S(=O)(c1ccc(F)cc1)N1CCC(n2cnc3ccccc32)CC1	-2	6	14	1	19	10	-10	-1
Nc1cccc(Cl)c1N1CCOCC1	1	1	4	3	5	13	-2	1
Cn1c(=O)c2c(nc(CN3CCc4ccccc4C3)n2CCCO)n(C)c1=O	-12	-7	4	-2	0	36	-7	-1
CC(C)(C)OC(=O)[C@H](Cc1ccccc1)NC(=O)c1nc[nH]c1C(=O)N[C@@H](CCCCN)C(=O)OC(C)(C)C	51*	-3	73*	0	-13	14	-7	-1
CCCCCC(O)(c1ccccc1)C(CN1CCOCC1)c1ccccc1 (stereo not drawn)	22	4	3	1	6	10	-6	-2
O=C(Nc1ccc(OC(F)F)c(Cl)c1)c1ccccn1	3	79*	4	1	85*	12	0	85*
Cc1ccc(NC(=O)CSc2nc3ncc(Br)cc3[nH]2)cc1C	-3	-17	-17	0	-15	0	-3	10
Cc1cccc(OCCCCCNCCO)c1	-3	0	-2	-1	-7	-37	-2	-11
Cn1c(=N)n(CC(=O)c2ccccc2)c2ccccc21	-9	26	-2	1	32	6	-7	8
CCOC(=O)CSc1ncnc2c1cnn2-c1ccc(Cl)cc1	13	45	24	-3	5	-66	-5	21
COc1ccc(/C=C/C(=O)OCC(=O)N2CCCCCC2)c(OC)c1	0	3	-2	-1	-7	-49	-5	5
CN=c1scc(-c2ccc(OC)cc2)n1/N=C(\C)c1cccnc1	15	-12	-6	-16	-6	-12	-4	-8
O=[N+]([O-])c1ccccc1-c1nc(-c2ccc(Br)o2)no1	3	15	1	-1	38	-5	3	21
CC(NC(=O)c1ccco1)C(=O)N1CCN(c2cccc(C(F)(F)F)c2)CC1 (stereo not drawn)	11	-3	-10	0	-6	-6	0	-10
COc1ccc(S(=O)(=O)NC2CCCC2)cc1NC(C)=O	-10	3	0	1	-18	13	-1	3
COc1ccc(OC)c(CNc2nc3ccccc3n2CCN2CCCCC2)c1	16	3	9	2	2	4	1	0
Cc1ccc(-c2nnc(C)c(N3CCCC3)n2)cc1	1	4	-3	2	7	17	-3	9
O=C(CCN1C(=O)c2ccccc2C1=O)C1=NN[C@@H]2C(=O)N(c3ccc(F)cc3)C(=O)[C@H]12	7	1	1	2	15	14	-3	1
Cn1cc(C=O)c2ccccc21	-11	2	-3	-3	7	1	3	5
CN1CCN(C(=O)CSc2nc3c(c(=O)n(C)c(=O)n3C)n2C)CC1	3	3	1	1	-22	12	-3	-1
CCOC(=O)C1C(=O)C=C(/C=C/c2ccc(N(C)C)cc2)CC1c1ccccc1 (stereo not drawn)	7	-2	-66	-22	8	-86	-70	4
O=C1CCC(C(=O)NCCN2C(=O)S/C(=C\c3cccnc3)C2=O)=NN1	-4	11	-3	1	-11	13	3	2
O=C(COC(=O)c1ccc[nH]c1=O)NC1CCCCCC1	-1	0	2	4	16	-43	-2	9
Fc1ccc(F)c(NC(=S)NCCc2ccccc2)c1	3	-3	1	0	-3	-3	-2	9
CCN(CC)S(=O)(=O)c1ccc(N/N=C(\C)c2ccncc2)nc1	3	4	-12	0	0	6	-12	5
CC(=O)CCS(=O)(=O)c1ccc(C)c(C)c1	2	3	-3	1	-4	16	1	10
Cc1nc2ccc(NS(=O)(=O)c3ccc(C)c(C)c3)cc2s1	7	-9	-21	3	-16	11	-5	-3
CCc1ccc2nc(NC(=O)C3CCN(c4ncnc5sc(C)c(C)c45)CC3)sc2c1	19	0	23	-9	-12	-4	-4	-4
COc1ccc(C(=O)COC(=O)c2ccc(NC(C)=O)cc2)cc1[N+](=O)[O-]	8	-3	-15	3	2	14	1	-8
O=C(O)C1CCCN(S(=O)(=O)c2ccc(Br)s2)C1 (stereo not drawn)	-4	1	-8	1	-8	29	5	0
O=C1C2CC=CCC2C(=O)N1CC1CCCO1 (stereo not drawn)	-4	8	8	2	1	12	-5	-2
Cc1ccc(C(C)(c2ccc(N)cc2)c2ccc(N)cc2)cc1	7	-7	0	2	-16	37	-4	11
CNC(=S)N(CCc1c(C)[nH]c2ccc(OC)cc12)Cc1cccnc1	-3	6	1	1	6	5	1	8

Screening results as filed in PubChem BioAssay.
